Screening results deposited in PubChem BioAssay by several laboratories.
phage Ecoli inh – E. coli growth loss with phage present; growth absorbance; inhibition, % at 11.9 µM; actives 0.26% (n = 360,000); AID 651602; in the data active means inhibition above about 11%
PKA-R1A act – activators of PKA-R1A complex; PKA-R1A dissociation, Cy5-IP20 fluorescence polarization; scaled: DMSO 0%, 113 µM cGMP 100%; activation, % at 11.4 µM; P00514+P68181; AID 504707; actives 0.083% (n = 340,000);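 active means percent activation above the mean of all tested compounds plus 3 SD, cut at about 19% in these data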;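 further: higher means more PKAc released from R1A so a rise in polarization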
CDK5 inh – blocks human CDK5/p35 kinase activity. Q00535+Q15078. Recombinant CDK5/p35, ADP-Glo luminescence, 60 min. inhibition, % at 10 µM. actives 0.01% (n = 330,000). AID 488839;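 active means highest replicate inhibition of at least 50% and at least 75% of replicates reaching 50%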;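 further: plate controls were DMSO neutral control for no effect and GW8510 at 10 µM for full effect; many of its hits are not listed in these tables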
HTR5A inv ag – inverse agonist of human HTR5A in OPRM1-OPRD1 counter-screen; P47898; HTR5A cell line, luminescence, inverse agonism; inhibition, % at 9.3 µM; actives 0.083% (n = 340,000); AID 504634; in the data active means inhibition mostly above about 23%, no sharp cut-off; inactive means mostly below about 18%;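 further: 0% = cells with DMSO and 100% = no-cell wells with DMSO; some compounds called inactive have numbers as strong as hits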
Target sequence (P47898 whole entry, looked up): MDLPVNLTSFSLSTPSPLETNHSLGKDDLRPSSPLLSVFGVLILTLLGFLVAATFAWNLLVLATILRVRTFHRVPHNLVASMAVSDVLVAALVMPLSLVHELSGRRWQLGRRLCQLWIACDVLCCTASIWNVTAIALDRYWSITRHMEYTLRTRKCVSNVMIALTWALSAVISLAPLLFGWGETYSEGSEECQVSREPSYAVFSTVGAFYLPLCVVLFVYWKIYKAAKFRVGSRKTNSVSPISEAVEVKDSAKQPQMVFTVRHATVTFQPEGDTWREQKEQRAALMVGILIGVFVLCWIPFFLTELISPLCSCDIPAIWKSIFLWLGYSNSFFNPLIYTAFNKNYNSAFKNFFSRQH
E coli growth – bacterial growth inhibition, counter-screen for AddAB inhibitors; E. coli V3065 growth, OD600 absorbance, 18 h; inhibition, % at 11.9 µM; actives 0.27% (n = 330,000);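 active means inhibition above the campaign's mean inhibition across all tested compounds plus 3 SD, cut at about 9.9% in these data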;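 further: uninfected addAB+ strain grown without phage in ampicillin broth; 0% = DMSO wells and 100% = ciprofloxacin 0.95 µg/ml wells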
PKA-R2B activ – activators of human PKA-R2B complex | P22694+P31323 | PKA-R2B holoenzyme dissociation, Cy5-IP20 fluorescence polarization; R2B truncated from residue 108, S112A mutant; 0% DMSO only, 100% 113 µM cGMP | activation, % at 11.4 µM | actives 0.079% (n = 340,000) | AID 504700;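 active means activation above a cutoff set at the mean over all compounds plus 3 SD, cut at about 18% in these data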;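 further: higher means more holoenzyme dissociation and a rise in polarization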
Target sequence (P31323 whole entry, looked up, other chains not shown, the tested form may be a part): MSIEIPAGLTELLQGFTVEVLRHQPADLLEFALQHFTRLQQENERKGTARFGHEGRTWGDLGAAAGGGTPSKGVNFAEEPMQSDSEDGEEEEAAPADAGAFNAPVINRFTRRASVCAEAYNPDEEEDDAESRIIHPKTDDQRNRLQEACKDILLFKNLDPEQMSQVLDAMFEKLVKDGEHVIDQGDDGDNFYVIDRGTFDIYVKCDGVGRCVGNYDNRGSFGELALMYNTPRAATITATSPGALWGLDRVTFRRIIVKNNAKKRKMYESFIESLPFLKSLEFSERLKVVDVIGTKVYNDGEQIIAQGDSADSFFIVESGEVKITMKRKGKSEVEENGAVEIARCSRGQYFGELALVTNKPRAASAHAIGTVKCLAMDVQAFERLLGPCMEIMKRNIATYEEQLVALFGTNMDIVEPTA
HTR5A ag ctr – activates human HTR5A in OPRM1-OPRD1 agonist counter-screen | P47898 | HTR5A agonist assay, luminescence, cell-based | activation, % at 9.3 µM | actives 0.61% (n = 340,000); in the data active means activation mostly above about 9.5%, no sharp cut-off; inactive means mostly below about 7.6%;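 further: 0% = cells with vehicle only and 100% = reference agonist; strong numbers were not always called active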
AddAB inh – less growth of phage-infected E. coli with AddAB | E. coli expressing H. pylori AddAB, absorbance growth | inhibition, % at 11.9 µM | actives 0.29% (n = 330,000) | AID 435030; in the data active means inhibition above about 12%;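 further: 0% = vehicle wells of infected cells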
SUMO Mot1 rescue – SUMOylation pathway inhibition by Mot1-301 growth rescue; S. cerevisiae Mot1-301 growth rescue, ATP luminescence, 38.5C; percent above DMSO median, 100 means doubled; growth rescue, % at 18.8 µM; actives 1% (n = 320,000); AID 2716;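 active means every valid replicate shows activation above 250% relative to neutral control wells; inactive means the rest, any valid replicate at or below 250%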;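 further: OY570 slx delta 5 strain wells were the positive control but not used for scaling; some compounds called inactive have numbers as strong as hits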
Tat transport – inhibitors of E. coli Tat protein transport. E. coli MC4100 TorA-mCherry Tat export, fluorescence. inhibition, % at 10 µM. actives 0.036% (n = 340,000);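 active means mean replicate inhibition at least 50% and at least half of replicates individually reaching 50%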;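 further: exported cargo escapes ClpAP degradation while cytoplasmic cargo is degraded and loses fluorescence; 0% = median of neutral control wells and 100% = median of NaSCN control wells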
DAGLB inhibitor – blocks human DAGLB lipase activity; HEK293T DAGLB membrane lysate, EnzChek fluorogenic substrate; actives 0.059% (n = 340,000); Q8NCG7; AID 504411; inhibition, % at 5.17 µM; in the data active means inhibition above about 34%;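 further: 0% = enzyme with vehicle and 100% = wells lacking enzyme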
* marks the source's active call; other numbers are inactive results; . = not tested or not shown.

Order of values: phage Ecoli inh	PKA-R1A act	CDK5 inh	HTR5A inv ag	E coli growth	PKA-R2B activ	HTR5A ag ctr	AddAB inh	SUMO Mot1 rescue	Tat transport	DAGLB inhibitor
(1) Cc1ccc(NC(=O)c2ccc(NC3=NC4CS(=O)(=O)CC4S3)cc2)cc1 (stereo unspecified)
→ 0.8	-12	-0.1	10	-0.8	-6	-1	1.2	-2	-3	0
(2) CCOC(=O)N1CCC(NC(=O)c2cc(C(=O)Nc3ccc(S(=O)(=O)N4CCOCC4)cc3)ccc2CO)CC1
→ 1.5	4	-0.4	-6	-2.2	-14	-3	-0.6	0	-15	0
(3) COC(=O)C1=C(C(=O)OC)[C@@H]2Nc3ccccc3[C@@]23C[C@@H](C(=O)OC)N=C3N1
→ 0.5	-12	-0.9	-31	-1.8	3	11	1.9	-6	-2	-3
(4) O=C(Cn1c(NCCCO)nc2ccccc21)c1cccs1
→ 3.7	1	-1.5	-26	-0.6	-3	10	1.4	-2	-4	2
(5) Cc1ccc(NC(=O)Nc2ccc3c(c2)nnn3C)cc1C
→ 4.4	-3	0.4	-24	0.3	2	9	1.0	78	1	-1
(6) CCNC(=O)CC1C(=O)N(C)C(=S)N1NC(=O)c1ccc(Cl)cc1 (stereo unspecified)
→ 0.2	-2	0.9	-6	-5.1	-2	-2	-4.7	-15	9	-1
(7) CC1CCC2(CC1)NC(=O)N(NC(=O)c1cccs1)C2=O (stereo unspecified)
→ -0.4	2	-0.1	-1	-0.7	-2	0	-2.1	-2	-4	1
(8) Cc1ccc(S(=O)(=O)NCCCNC(=O)OCc2ccccc2)cc1
→ 1.8	-1	-4.7	13	.	-3	-3	.	.	5	-1
(9) Cc1ccc(NC(=O)Cc2ccc(F)cc2)cc1
→ 3.1	-8	-1.6	14	2.5	-6	3	4.2	246	5	-3
(10) CCOc1ccc(C(=O)Nc2cccc(C)n2)cc1
→ -0.7	-12	5.4	18	-0.5	4	-7	2.2	-25	1	-3
(11) CCNc1nc(NC(C)C)nc(N(C#N)C(C)C(=O)N(C)C)n1 (stereo unspecified)
→ 0.4	-1	-0.9	-22	-0.6	-1	0	0.9	-5	-7	2
(12) O=C(Cc1ccc([N+](=O)[O-])cc1)NCCc1ccc2c(c1)OCO2
→ 1.9	1	-3.7	1	.	4	0	.	.	8	-1
(13) COC(=O)C1CC2=C(CCCC2=O)N(c2ccccc2)C1=O (stereo unspecified)
→ 0.6	-15	0.7	-20	.	-11	5	.	.	4	-8
(14) Cc1c(NC(=O)CSc2nnc(N)s2)c(=O)n(-c2ccccc2)n1C
→ -0.3	0	0.5	-22	1.0	-13	-2	1.4	2	3	0
(15) Cc1ccc(-c2cc(C(=O)NCCc3ccccn3)c3ccccc3n2)c(C)c1
→ 3.6	2	0.3	4	-4.2	-8	8	3.6	0	0	-2
(16) CC1CCC(NC(=O)C2CCN(S(=O)(=O)c3cccc4nonc34)CC2)CC1 (stereo unspecified)
→ 0.8	-11	0.2	7	-1.3	-12	-1	-2.2	149	-1	0
(17) CCn1ccnc1CN(C)C(=O)c1cc(COc2ccc(OC)c3ccccc23)on1
→ -0.4	-18	-1.7	-21	-0.2	8	-3	0.6	2	2	0
(18) O=C(CSCc1ccc(Cl)cc1)N/N=C/c1ccc(Cl)cc1Cl
→ 3.9	-8	1.1	-16	-1.3	-4	6	1.3	13	5	-1
(19) CC(O)Cc1cn(CC(=O)N2CCN(C(=O)OC(C)(C)C)CC2)nn1 (stereo unspecified)
→ 4.0	-2	-0.1	-14	-2.6	-1	5	1.9	-12	9	0
(20) COc1ccc(C(CNC(=O)c2ccc(NS(=O)(=O)c3ccc(F)c(C)c3)cc2)N2CCOCC2)cc1 (stereo unspecified)
→ -2.2	1	-0.5	-3	-3.4	-6	-4	3.6	29	6	4
(21) COCCCN=C1NN=C(c2cc(C)n(Cc3ccccc3Cl)c2C)CS1
→ 0.4	-5	-0.2	-12	1.0	7	4	-1.4	-1	6	3
(22) O=C(Nc1ccc(Cl)cc1)OC(CN1CCCCC1)C(F)(F)F (stereo unspecified)
→ 5.3	-12	-0.4	-17	1.7	3	7	6.5	1	-1	-15
(23) O=C(CSc1nnc(-c2ccc(F)cc2)o1)NC1CCCC1
→ 1.7	-2	0.4	3	.	17	-1	.	.	7	3
(24) Fc1cccc(CNCC2CCCO2)c1 (stereo unspecified)
→ 4.8	-6	-0.9	-29	1.9	2	-2	7.6	287	1	1
(25) CC1Cn2c(nnc2C23CC4CC(CC(C4)C2)C3)S1 (stereo unspecified)
→ 1.1	1	-1.4	-16	0.2	3	-1	0.8	-6	-11	-2
(26) COc1ccc(C(=O)C2CCN(C(=O)c3ccco3)CC2)cc1
→ 5.1	-2	-0.6	8	1.0	11	-3	1.9	-21	6	1
(27) CCCC(=O)C1=C(O)C(C(=O)OC)C(C)(C)CC1=NCCc1ccccc1 (stereo unspecified)
→ -3.5	-9	1.6	4	-2.3	-7	2	1.3	-14	-9	-4
(28) COc1ccc2[nH]c3c(c2c1)CCN1C(=O)N([C@@H](C)C(=O)NCc2ccccc2OC)C(=O)[C@]31C
→ 0.5	-1	2.2	-14	-1.2	-1	-2	2.5	-5	-1	-2
(29) COc1cc(C)nn1-c1ccc(Cl)cc1
→ 0.5	0	-0.4	26	1.3	-2	-1	0.8	37	-5	-2
(30) N#CC1=C2SCN(Cc3ccccc3)CN2C(=O)CC1c1cccs1 (stereo unspecified)
→ 0.8	-8	0.7	-8	1.4	-5	-2	0.0	-16	-3	-4
(31) Cc1cc(C)cc(-n2ncc3c2CCCC3NC(=O)CCN2Cc3ccccc3C2=O)c1 (stereo unspecified)
→ 0.7	-9	-0.1	-10	.	-10	4	.	-7	11	1
(32) CC(=O)c1ccc(NC(=O)C2(c3ccccc3)CCOCC2)cc1
→ -0.3	-1	-1.1	1	-0.5	5	1	-2.8	-5	7	0
(33) O=C(Cn1cnc2cc([N+](=O)[O-])ccc2c1=O)NC(c1ccccc1)c1ccccc1
→ 2.8	0	-0.6	0	-2.2	-12	0	-1.2	56	-6	3
(34) CC1CCCCN1C(=O)NC1CC(=O)N(c2ccc3c(c2)OCCO3)C1 (stereo unspecified)
→ 4.3	-4	-0.7	8	-1.3	-12	-3	-0.9	-10	2	-2
(35) CS(=O)(=O)N1CCC(C(=O)NCC2CCCO2)CC1 (stereo unspecified)
→ -0.4	-3	2.8	9	-1.1	1	-3	-0.4	155	-1	-3
(36) CCCCCc1nnc(NC(=O)Cc2ccc([N+](=O)[O-])cc2)s1
→ 1.0	-4	-0.5	-19	0.9	-8	-1	1.7	3	1	-1
(37) CC1=C(C(=O)OC(C)C)C(/C=C/c2ccccc2)NC(=O)N1 (stereo unspecified)
→ 2.2	2	1.8	-21	4.7	3	7	2.7	-3	5	1
(38) C[C@H](NS(=O)(=O)c1ccccc1)C(=O)N1CCN(C(c2ccccc2)c2ccccc2)CC1
→ -0.2	2	0.4	5	0.7	6	-1	1.0	-20	11	0
(39) O=C(NCCCN1CCOCC1)c1coc2ccccc2c1=O
→ 4.7	7	-1.2	9	2.4	-4	-1	-0.1	-3	-7	-1
(40) COc1ccccc1S(=O)(=O)Cc1ccc(C(=O)NCc2cccnc2)o1
→ 2.4	6	0.3	-4	-1.7	0	1	1.4	2	1	3

Screen by screen, from the results shown:
Nos. 22–25 in PKA-R1A act read -12, -2, -6, 1
Nos. 22–25 in Tat transport read -1, 7, 1, -11
Nos. 22–25 in E coli growth read 1.7, ., 1.9, 0.2

More compounds follow:
Order of values: phage Ecoli inh	PKA-R1A act	CDK5 inh	HTR5A inv ag	E coli growth	PKA-R2B activ	HTR5A ag ctr	AddAB inh	SUMO Mot1 rescue	Tat transport	DAGLB inhibitor
(41) CN(C)c1ccc(/C=C/C(=O)c2ccccc2)cc1[N+](=O)[O-]
→ 2.8	-15	1.8	-13	0.2	8	-4	1.3	-19	6	-4
(42) CCOC(=O)C1=C(c2ccccc2)c2ccc(OC)cc2N(S(=O)(=O)C(F)(F)F)C1C(=O)OCC (stereo unspecified)
→ 0.4	-9	0.3	0	0.0	-2	0	0.4	.	5	-9
(43) CC(=O)c1cccc(NC(=O)C2CCN(S(=O)(=O)c3c(C)n[nH]c3C)CC2)c1
→ -0.5	-10	-0.4	8	0.3	0	-3	2.1	-11	-7	-1
(44) CC(OC(=O)CNC(=O)c1ccc(Cl)c(Cl)c1)C(=O)N1CCOCC1 (stereo unspecified)
→ 4.6	-6	1.5	12	0.7	-8	3	-2.2	3	3	0
(45) Cc1cc(NC(=O)CSc2nnc(C3CC3)n2C)no1
→ 3.4	6	-1.1	8	0.3	4	13	3.0	-11	-2	0
(46) COc1ccc(N2C(=O)c3cccc4cc(Br)cc(c34)C2=O)cc1
→ 2.1	-2	-1.5	6	-2.0	-7	-3	1.1	2	-1	0
(47) CCCN(CCC)S(=O)(=O)c1ccc(C(=O)N2CCCc3ccccc32)cc1
→ 2.8	-8	0.3	7	0.8	7	-3	-0.5	-14	16	-6
(48) Cc1ccc(C2C(C(=O)c3cc4ccccc4o3)=C(O)C(=O)N2CCN2CCOCC2)o1 (stereo unspecified)
→ -0.5	-9	-2.1	-5	-6.9	-5	0	-2.0	-7	-9	-1

Record cards, as listed above:
Cc1cc(NC(=O)CSc2nnc(C3CC3)n2C)no1 is listed as phage Ecoli inh: 3.4; PKA-R1A act: 6; CDK5 inh: -1.1; HTR5A inv ag: 8; E coli growth: 0.3; PKA-R2B activ: 4; HTR5A ag ctr: 13; AddAB inh: 3.0; SUMO Mot1 rescue: -11; Tat transport: -2; DAGLB inhibitor: 0
Cc1ccc(C2C(C(=O)c3cc4ccccc4o3)=C(O)C(=O)N2CCN2CCOCC2)o1 (stereo unspecified) is listed as phage Ecoli inh: -0.5; PKA-R1A act: -9; CDK5 inh: -2.1; HTR5A inv ag: -5; E coli growth: -6.9; PKA-R2B activ: -5; HTR5A ag ctr: 0; AddAB inh: -2.0; SUMO Mot1 rescue: -7; Tat transport: -9; DAGLB inhibitor: -1
CC(=O)c1cccc(NC(=O)C2CCN(S(=O)(=O)c3c(C)n[nH]c3C)CC2)c1 is listed as phage Ecoli inh: -0.5; PKA-R1A act: -10; CDK5 inh: -0.4; HTR5A inv ag: 8; E coli growth: 0.3; PKA-R2B activ: 0; HTR5A ag ctr: -3; AddAB inh: 2.1; SUMO Mot1 rescue: -11; Tat transport: -7; DAGLB inhibitor: -1
